# Assay outcomes (PubChem BioAssay)
# IL1B secr inh: inflammasome signaling inhibition, IL-1 beta readout. activity change, % at 57.5 µM. THP-1 LPS/ATP IL-1B secretion, AlphaLISA, 16 h; stronger effect = lower value. 360,000 compounds, 4.7% hits; in the data active = activity change below about -50%; inconclusive = mostly about -30% to -49%; note: % is set by controls: 0 for no effect and ±100 for the full control effect
#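 THP-1 cells pretreated 1 hr with compounds (up to 57.5 uM final), then stimulated with LPS (250 ng/mL final) plus ATP (1.25 mM final); secreted IL-1B measured by AlphaLISA after 16 hr, decreased signal indicating inhibition.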
# KB-V1 MDR tox: KB-V1 MDR subline cytotoxicity. AID 1347076. KB-V1 MDR cells viability, CellTiter-Glo, 72 h. 400,000 compounds, 3.4% hits. Potency, µM (titrated, usually from 46.1 µM), inactives show at the highest dose activity change, negative = cytotoxicity, actives largely listed as cytotoxic; note: potency is the fitted concentration of half-maximal effect; % is set by controls: 0 for no effect and ±100 for the full control effect; nearly all actives have a fitted effect of over 60% in size
#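 KB-V1 cells (P-gp-expressing MDR subline of KB-3-1) in phenol-red-free DMEM with 10% FBS were exposed to library compounds over a concentration series for 72 h at 37 degrees C. Viability read by CellTiter-Glo luminescence; concentration-effect curves fitted after normalization.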
# ATXN2 expr inh: ATXN2 expression inhibition. Potency, µM (doses to about 57 µM), for inactives: at the highest dose activity change, negative = inhibition, usual class: inhibitors. 360,000 compounds, 0.72% hits. HEK-293 ATXN2-luciferase reporter, luminescence, 24 h; note: potency is the fitted concentration of half-maximal effect; % is set by controls: 0 for no effect and ±100 for the full control effect; nearly all actives have a fitted effect of over 55% in size
#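 ATXN2-luciferase reporter cells (luciferase flanked by upstream and downstream ATXN2 gene portions) were treated 24 h at 37 °C with compounds at up to 57 uM. SteadyGlo luminescence gave expression; GF-AFC fluorescence gave viability.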
# MCF10A rerep: induces DNA re-replication in MCF 10a normal breast cells. MCF 10A DNA re-replication, Hoechst nuclear intensity, 48 h. Potency, µM (top dose mostly 46.1 µM), for inactives: at the highest dose activity, positive = re-replication, actives largely listed as activators. 350,000 compounds, 2.9% hits. AID 624296; note: potency is the fitted concentration of half-maximal effect; % of control where 0% means no effect; nearly all actives have a fitted effect of over 50% in size
# SW480 rerep: induces DNA re-replication in SW480 colon adenocarcinoma cells | SW480 DNA re-replication, Hoechst DNA content imaging, 48 h | Potency, µM (top dose mostly 46.1 µM), for the others: at the highest dose re-replication activation, most hits filed as activators | 340,000 compounds, 1.8% hits; note: potency is the fitted concentration of half-maximal effect; % of control where 0% means no effect; nearly all actives have a fitted effect of over 55% in size
#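 Treated cells incubate 48 hr (37 C, 5% CO2), are stained 40 min with Hoechst, and nuclear fluorescence is enumerated; a rise in nuclei with high DNA signal marks re-replication.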
# KB-3-1 tox: kills parental KB-3-1 adenocarcinoma cells | KB-3-1 viability, CellTiter-Glo ATP luminescence, 72 h | Potency, µM (top dose mostly 46.1 µM), for inactives: at the top dose activity change, negative = cytotoxic, hits mostly cytotoxic | 400,000 compounds, 1.4% hits | AID 1347075; note: potency is the fitted concentration of half-maximal effect; % is set by controls: 0 for no effect and ±100 for the full control effect; nearly all actives have a fitted effect of over 60% in size
#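 KB-3-1 cells, DMEM (no phenol red) + 10% FBS; compound by pin transfer, 72 h, 37 °C. Readout: CellTiter-Glo luminescence after 10 min. Data normalized, curve-fitted.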
# WRN inhibitor: inhibitors of human WRN helicase. Q14191. WRN helicase unwinding, fluorescent forked duplex, kinetic. Potency, µM (titrated, usually from 114 µM), for inactives: at the highest dose activity change, negative = inhibition, actives largely listed as inhibitors. 360,000 compounds, 0.46% hits. AID 651768; note: potency is the fitted concentration of half-maximal effect; % is set by controls: 0 for no effect and ±100 for the full control effect; nearly all actives have a fitted effect of over 55% in size
# Target sequence (Q14191 whole entry, looked up): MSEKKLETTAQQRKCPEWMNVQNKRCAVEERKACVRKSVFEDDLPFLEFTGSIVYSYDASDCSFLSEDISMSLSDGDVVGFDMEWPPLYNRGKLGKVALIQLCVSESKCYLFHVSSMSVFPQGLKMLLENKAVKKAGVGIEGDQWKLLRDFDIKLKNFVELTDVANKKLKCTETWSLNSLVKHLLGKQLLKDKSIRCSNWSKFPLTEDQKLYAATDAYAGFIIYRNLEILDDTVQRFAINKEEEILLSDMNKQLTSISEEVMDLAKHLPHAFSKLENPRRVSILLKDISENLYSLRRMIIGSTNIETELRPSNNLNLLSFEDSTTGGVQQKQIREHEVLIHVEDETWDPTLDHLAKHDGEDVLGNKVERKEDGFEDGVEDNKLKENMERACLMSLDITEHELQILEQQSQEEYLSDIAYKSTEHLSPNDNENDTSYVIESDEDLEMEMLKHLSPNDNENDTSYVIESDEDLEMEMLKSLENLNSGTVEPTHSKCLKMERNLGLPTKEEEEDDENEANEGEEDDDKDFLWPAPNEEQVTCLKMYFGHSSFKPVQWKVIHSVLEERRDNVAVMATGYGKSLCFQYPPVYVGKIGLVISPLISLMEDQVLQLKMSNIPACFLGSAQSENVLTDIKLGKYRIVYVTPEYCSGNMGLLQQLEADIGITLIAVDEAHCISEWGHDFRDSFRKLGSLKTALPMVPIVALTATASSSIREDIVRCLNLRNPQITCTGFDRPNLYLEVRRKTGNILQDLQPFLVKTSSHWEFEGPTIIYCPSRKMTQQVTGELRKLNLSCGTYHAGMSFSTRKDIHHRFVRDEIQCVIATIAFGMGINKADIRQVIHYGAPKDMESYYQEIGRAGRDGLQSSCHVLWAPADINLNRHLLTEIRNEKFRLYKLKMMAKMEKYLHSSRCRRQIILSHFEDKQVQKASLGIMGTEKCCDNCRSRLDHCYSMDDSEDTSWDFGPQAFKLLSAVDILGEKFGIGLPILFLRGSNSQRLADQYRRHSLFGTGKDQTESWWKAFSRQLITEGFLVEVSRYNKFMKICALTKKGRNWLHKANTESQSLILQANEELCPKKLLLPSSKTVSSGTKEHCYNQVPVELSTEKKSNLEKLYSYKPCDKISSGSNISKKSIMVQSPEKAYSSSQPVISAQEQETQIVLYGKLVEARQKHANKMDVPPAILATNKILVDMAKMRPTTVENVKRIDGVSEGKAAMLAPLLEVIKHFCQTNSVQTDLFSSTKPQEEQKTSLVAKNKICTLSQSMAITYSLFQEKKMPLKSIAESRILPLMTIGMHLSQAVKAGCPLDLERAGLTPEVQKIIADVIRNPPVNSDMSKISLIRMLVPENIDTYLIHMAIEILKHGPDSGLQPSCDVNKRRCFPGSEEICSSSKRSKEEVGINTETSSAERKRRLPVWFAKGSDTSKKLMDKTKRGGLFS
#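 Fluorescence dequenching readout, ex 525 nm/em 598 nm, kinetic mode: forked duplex DNA (100 nM final) with adjacent fluorophore and quencher unwound by WRN (20 nM final) with 2 mM ATP. Compound preincubation 15 min, room temperature.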
# HT1080NT lethal: kills 2HG-producing HT-1080-NT fibrosarcoma cells; 360,000 compounds, 1.6% hits; Potency, µM (series often up to 46.1 µM), for inactives: top-dose activity, negative = less viability, hits mostly cytotoxic; AID 686970; HT-1080-NT fibrosarcoma viability, CellTiter-Glo ATP luminescence, 48 h;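 note: NT is the 2HG producing partner of a matched IDH1 knockdown line; potency is the fitted concentration of half-maximal effect; 0% = DMSO-treated cells and -100% = media-only wells without cells; nearly all actives have a fitted effect of over 55% in size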
#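 Luminescent CellTiter-Glo readout after 48 hours of compound exposure at 37 degrees C defined viability of HT-1080-NT cells. Activity was normalized to DMSO wells and cell-free media wells; concentration-response curves were fitted and assigned curve classes.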
# HT1080 IDH1KD tx: HT-1080 IDH1 knockdown cell toxicity (counter line). HT-1080 IDH1 knockdown viability, ATP luminescence, 48 h. Potency, µM (highest dose often 46.1 µM), inactives show at the highest dose activity, negative = toxicity, most hits filed as cytotoxic. 360,000 compounds, 2% hits;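 note: potency is the fitted concentration of half-maximal effect; 0% = DMSO wells and -100% = cell-free medium wells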
#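 Assay cells: HT-1080 with IDH1 knockdown, 750 per well, RPMI/5% FBS. Exposure: 48 h at 37 °C following 2 h pre-incubation. Read: CellTiter-Glo luminescence; fitted concentration-response, curve class assigned.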
# Starred values were filed as active, the others as inactive; ? = inconclusive; . = not tested or not shown; & = joins results of further samples; ! = not confirmed by another sample; [ ] = another dose, or the depositor's remark. Unless noted, calls come from the whole dose curve; as a rule, active = well fitted curve in the direction sought with a large enough effect; inconclusive = small, poorly fitted or top-dose-only effect, or another doubt; inactive = no such curve, though single readings can be large; an effect the other way counts as inactive or inconclusive.
canonical_smiles	IL1B secr inh	KB-V1 MDR tox	ATXN2 expr inh	MCF10A rerep	SW480 rerep	KB-3-1 tox	WRN inhibitor	HT1080NT lethal	HT1080 IDH1KD tx
Cc1ccc(-c2cnc(C(O)c3ccc(C)cc3)[nH]2)cc1 (centres undefined)	17	-3%	32%	.	.	0%	-5%	15%	11%
COc1cc(OC)c(N(C)S(=O)(=O)c2cccc(C(=O)Nc3nc(C)cs3)c2)cc1Cl	16	?	-9%	16%	-3%	-15%	-6%	-8%	-12%
Cc1cccc(C)c1NC(=O)CN1C(=O)CCSc2ccc(S(=O)(=O)N3CCCC3)cc21	-1	0%	7%	-3%	-2%	1%	1%	1%	4%
COc1ccc([C@@H]2[C@@H]3C(=O)N(C(C)(C)C)C(=O)[C@@H]3[C@]3(CC(C)C)C(=O)N(c4cccc(F)c4)C(=O)N23)cc1	-4	9%	11%	4%	-2%	3%	-2%	8%	2%
O=C1NC(=S)N/C1=C/C=C/c1ccccc1	2	20%	23%	0%	-4%	0%	-4%	6%	6%
CC(NC(=O)Cc1cccs1)C(c1cccs1)N1CCOCC1 (centres undefined)	-1	?	-14%	-2%	6%	1%	4%	5%	4%
CC1CN(c2ccc([N+](=O)[O-])nc2)CC(C)O1 (centres undefined)	-25	-1%	28%	21%	-6%	20%	3%	16%	2%
COC(OC)C(C)NC(=O)NC(=O)c1ccccc1Cl (centres undefined)	7	12%	.	11%	-1%	1%	-7%	5%	1%
O=C(CCNS(=O)(=O)c1ccccc1)NNC(=O)C1COc2ccccc2O1 (centres undefined)	6	22%	3%	-3%	-7%	6%	-6%	5%	6%
CN=C(C)/C(C(=O)OC)=C(/O)c1ccccc1F	14	3%	-20%	6%	-15%	2%	10%	18%	9%
COc1ccc(-c2nc3cnccn3c2NC2CCCCC2)cc1-c1cccc(Cl)c1	-53*	15µM*!	?	?	5.2µM*	?	-4%&-3%	18µM*	?
N#Cc1ccc(CN(Nc2ccccc2)c2ccccc2)cc1	49	?	.	.	.	0%	-1%	?	-17%
Cc1cccc(NC(=O)C2CC2c2ccccc2)c1C (centres undefined)	-23	-2%	5%	6%	2%	-3%	-5%	14%	9%
COc1ccc(-c2cc(C(F)(F)F)nc(-n3cc(Br)cn3)n2)cc1	-11	15%	-21%	14%	-6%	6%	-22%	-4%	-14%
COC(=O)c1sc2nc(C)nc(SCC(=O)N3CCC(C(=O)O)CC3)c2c1C	-4	2%	.	-5%	-36%[inhibitor]	1%	0%	0%	4%
Cc1ccccc1N1CCN(C(=S)c2ccccc2)CC1	-8	-3%	7%	19%	-6%	-6%	-22%	1%	-1%
CCN(CC)CCCC(C)n1c(C)cc(C(=O)NS(=O)(=O)c2ccc(C)cc2)c1C (centres undefined)	22	8%	.	.	.	13%	-3%	5%	4%
O=S(=O)(c1ccc(Cl)nc1)N1CCCCC1	-10	14%	-10%	4%	4%	-1%	-34%	1%	2%
CN(C)/C=C/C(=O)c1ccc([N+](=O)[O-])c(CS(=O)(=O)c2ccccc2)c1	79	-11%	-16%	-3%	15%	7%	-15%	5%	-3%
CCN(CC)CCN1C(=O)C(=O)/C(=C(/O)c2ccncc2)C1c1ccccc1 (centres undefined)	21	?	-3%	-2%	-4%	0%	-24%	10%	12%
O=C(O)c1ccc(S(=O)(=O)NC2CCCCCC2)cc1	-20	8%	.	-3%	-21%	-1%	7%	0%	4%
NC(=O)COc1ccc(C(=O)NCC2(N3CCOCC3)CCCCC2)cc1	-17	13%	.	9%	-9%	0%	17%	3%	-2%
COc1ccc(C(CNC(=O)c2ccc(Cl)c(S(=O)(=O)N3CCCC3)c2)N2CCCC2)cc1 (centres undefined)	?	?	-18%	?	1%	0%	12%	-12%	-2%
CCOc1cccc(C=NNc2ccc(S(=O)(=O)Nc3ccccc3C(=O)O)cc2[N+](=O)[O-])c1O	-3	?	3%	21%	-26%	-1%	-8%	-2%	-4%
CCCCn1c(=O)[nH]c(=O)c2c1nc(-c1ccc(C#N)cc1)n2C1CCCC1	-1	13%	-9%	0%	-3%	4%	2%	4%	-3%
COc1ccccc1CC(=O)Nc1cc(OC)c(NC(=O)c2ccccc2)cc1OC	-21	-32%	-14%	2%	3%	-5%	-5%	-2%	-19%
O=c1c2ccccc2nnn1Cc1nnc(-c2ccccc2Br)o1	-19	-18%	0%	12%	-8%	3%	1%	3%	4%
O=C(O)CCS(=O)(=O)c1ccccc1Cl	0	-1%	4%	-54%[inhibitor]	-69%[inhibitor]	-2%	-2%	21%	14%
O=C(Cn1cnc2c(OCc3ccccc3)ncnc21)NCc1nc2ccccc2[nH]1	-7	-1%	1%	-16%	?	5%	-5%	2%	-2%
COC(=O)c1ccc2nc(-c3ccccc3)c(Cc3ccsc3)n2c1	20	0%	-12%	.	.	?	-18%	?	-27%
COc1cc(OC)c(/C=N/NC(=O)c2ccncc2)cc1Br	6	23%	-16%	3%	1%	?	-7%	2%	-3%
O=C(Nc1cc2c(cc1Br)OCCO2)c1ccc(=O)[nH]c1	-4	?	1%	-3%	-21%	?	-3%	10%	0%
CC1(C)Cc2c(cnn2-c2ccccc2)-c2c1c1ccccc1n2CC(O)CBr (centres undefined)	-13	?	-11%	?	0%	?	-12%	?	2%[9.24 µM]
Cc1nc(C(=O)N/N=C/c2[nH]ncc2Br)cs1	34	15%	21%	-1%	-14%	-1%	11%	26%	29%
Cn1c(=O)c(=O)n(C)c2cc(N3CCOCC3)c(NS(=O)(=O)c3ccc([N+](=O)[O-])cc3)cc21	13	14%	2%	-1%	-9%	6%	-4%	2%	5%
COC(=O)C1=CN(CCCN2CCCC2=O)C=C(C(=O)OC)C1c1ccccc1C(F)(F)F	0	1%	4%	13µM*	18µM*	10%	5%	0%	0%
COC(CNS(=O)(=O)c1ccc(Cl)cc1)c1ccccc1 (centres undefined)	-9	?	0%	-1%	-6%	9%	3%	7%	8%
CCN(CC)c1ccc(C=Nc2cc(C)cc(C)c2)c(O)c1	4	-4%	-9%	-9%	-1%	0%	6%	17%	22%
O=C(CSc1nnc(CN2CCOCC2)n1-c1ccc(Cl)cc1)Nc1cc(Cl)ccc1O	-13	?	-12%	12%	14%	-5%	?	?	-29%
O=C(CSCc1c(Cl)cccc1Cl)Nc1ccccc1C(=O)N1CCOCC1	-12	0%	-7%	1%	10%	2%	0%	0%	-8%

# Arranged by SMILES length (highest first): some entries from above.
canonical_smiles	IL1B secr inh	KB-V1 MDR tox	ATXN2 expr inh	MCF10A rerep	SW480 rerep	KB-3-1 tox	WRN inhibitor	HT1080NT lethal	HT1080 IDH1KD tx
CCOc1cccc(C=NNc2ccc(S(=O)(=O)Nc3ccccc3C(=O)O)cc2[N+](=O)[O-])c1O	-3	?	3%	21%	-26%	-1%	-8%	-2%	-4%
CC1(C)Cc2c(cnn2-c2ccccc2)-c2c1c1ccccc1n2CC(O)CBr (centres undefined)	-13	?	-11%	?	0%	?	-12%	?	2%[9.24 µM]
COC(=O)c1ccc2nc(-c3ccccc3)c(Cc3ccsc3)n2c1	20	0%	-12%	.	.	?	-18%	?	-27%
COC(CNS(=O)(=O)c1ccc(Cl)cc1)c1ccccc1 (centres undefined)	-9	?	0%	-1%	-6%	9%	3%	7%	8%
O=C(O)CCS(=O)(=O)c1ccccc1Cl	0	-1%	4%	-54%[inhibitor]	-69%[inhibitor]	-2%	-2%	21%	14%

# Compound profiles, from the list above:
# Results for CCOc1cccc(C=NNc2ccc(S(=O)(=O)Nc3ccccc3C(=O)O)cc2[N+](=O)[O-])c1O : IL1B secr inh: -3; KB-V1 MDR tox: ?; ATXN2 expr inh: 3%; MCF10A rerep: 21%; SW480 rerep: -26%; KB-3-1 tox: -1%; WRN inhibitor: -8%; HT1080NT lethal: -2%; HT1080 IDH1KD tx: -4%
# Results for O=C(Nc1cc2c(cc1Br)OCCO2)c1ccc(=O)[nH]c1 : IL1B secr inh: -4; KB-V1 MDR tox: ?; ATXN2 expr inh: 1%; MCF10A rerep: -3%; SW480 rerep: -21%; KB-3-1 tox: ?; WRN inhibitor: -3%; HT1080NT lethal: 10%; HT1080 IDH1KD tx: 0%

# SW480 rerep: entries above that show a hit
canonical_smiles | IL1B secr inh | SW480 rerep | WRN inhibitor
COc1ccc(-c2nc3cnccn3c2NC2CCCCC2)cc1-c1cccc(Cl)c1 | -53* | 5.2µM* | -4%&-3%
COC(=O)C1=CN(CCCN2CCCC2=O)C=C(C(=O)OC)C1c1ccccc1C(F)(F)F | 0 | 18µM* | 5%

# Following part
canonical_smiles	IL1B secr inh	KB-V1 MDR tox	ATXN2 expr inh	MCF10A rerep	SW480 rerep	KB-3-1 tox	WRN inhibitor	HT1080NT lethal	HT1080 IDH1KD tx
C=Cc1ccc(CN2CCCN(Cc3ccc(F)cc3)S2(=O)=O)cc1	8	-6%	.	?	-3%	-11%	-4%	-2%	7%
CCOn1c(=O)c(-c2ccc(Cl)cc2)[n+]([O-])c2ccccc21	12	-5%	3%	3%	11%	-1%	11%	12%	21%
Cc1sc2ncnc(N3CCC(C(=O)Nc4nnc(CC(C)C)s4)CC3)c2c1C	15	-11%	3%	8%	-20%	1%	-2%	5%	1%
Cc1ccccc1NS(=O)(=O)c1ccc2c(c1)NC(=O)CO2	8	5%	-4%	-7%	-2%	0%	5%	2%	-4%
Cc1cccc(NC(=O)COC(=O)c2ccccn2)c1	26	?	4%	-7%	-16%	8%	5%	5%	-2%
Cc1nnc(NC(=O)Cc2cccs2)s1	21	?	-5%	3%	0%	7%	-16%[57.1 µM]	9%	0%

# Not a hit list; 12% or so of the library scored in one or more.
